IL1B NFkB inh: blocks IL-1B driven NFkB nuclear translocation in HUVEC cells | inhibition, % at 2 µM | HUVEC IL-1B NFkB p65 nuclear translocation imaging | actives 0.43% (n = 94,000);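 active = inhibition above about 30% together with a positive call from visual inspection of the well image, limit read from the data; inconclusive = inhibition above a set limit but visual check negative; inactive = inhibition not above a set limit, visual check negative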;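 also: nuclear over cytoplasmic p65 intensity ratio measured by imaging; 0% = IL-1B stimulated DMSO wells and 100% = unstimulated DMSO wells; values of inactives mirror those of a sister screen read the other way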
PLAP inhibition: PLAP enzyme inhibitors, biochemical, luminescence, HTS (AID 690) | actives 0.08% (n = 96,000) | inhibition, % at 20 µM, or IC50 in µM where a hit was titrated | purified PLAP, luminescent substrate; higher % means a stronger effect; in the data active = a potency from the dose series; inactive = the rest, 99 in 100 with inhibition below about 30%; also: strong numbers were not always called active
Bcl-B displacement: displacers of TR3 peptide from Bcl-B, primary screen, selectivity assay for Bfl-1 inhibitor project, biochemical, fluorescence polarization. AID 748. actives 0.11% (n = 96,000). one-dose displacement, % at 20 µM; IC50 in µM for titrated hits. FP displacement of FITC-TR3 peptide from Bcl-B; higher % means a stronger effect;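 active = displacement above 50% at 20 µM plus a fluorescence interference ratio under 1.5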;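 also: plate controls were wells without compound for no effect and wells lacking Bcl-B protein for full effect; a part of the inactive calls stands beside numbers as strong as those of hits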
NFkB transloc pot: enhances IL-1B driven NFkB nuclear translocation | HUVEC IL-1B NFkB p65 nuclear translocation imaging | activation, % at 2 µM | actives 0.3% (n = 94,000) | AID 819;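 active = activation above 40%, about the mean plus 3 SD, also judged a hit on visual image review; inconclusive = activation above 40% but not a hit on visual review; inactive = activation not above 40% and no visual hit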;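 also: percent activation is computed from the nuclear over cytoplasmic p65 intensity ratio; values of inactives mirror those of a sister screen read the other way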
MRP reversal: reverses drug resistance mediated by MRP; actives 0.04% (n = 85,000); H69AR cells + 2 uM doxorubicin, CellTiter-Glo, 72 h; differential viability (reversal), % at 10 µM;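 active = viability drop by adding the cancer drug above about 55%, with treated viability meeting a 40% cutoff, limit read from the data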;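 also: viability without doxorubicin minus viability with 2 µM doxorubicin for each compound; larger differential means the compound sensitizes cells more to doxorubicin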
MRP reversal cytotoxicity: recorded beside MRP reversal, whose call it bears; viability, %; H69AR cells, CellTiter-Glo, 72 h; measured here: cytotoxicity without doxorubicin
MRP reversal with doxorubicin: further read-out of MRP reversal, marked with its call; viability, %; measured here: viability with 2 uM doxorubicin; active compounds read low
IL1B NFkB inh cell count 2 µM: second read-out of IL1B NFkB inh, no call of its own (marks repeat the call); cell count; measured here: cells passing quality filter;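 raw number of nuclei counted in each imaged well without normalization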
NFkB transloc pot cell count 2 µM: recorded beside NFkB transloc pot, whose call it bears; cell count; measured here: cells passing quality filter
* marks the source's active call; other numbers are inactive results; ? = inconclusive; nt = no result given. Some of the compounds tested, so the mix of outcomes need not match the whole.

SMILES	IL1B NFkB inh	IL1B NFkB inh cell count 2 µM	PLAP inhibition	Bcl-B displacement	NFkB transloc pot	NFkB transloc pot cell count 2 µM	MRP reversal	MRP reversal cytotoxicity	MRP reversal with doxorubicin
COc1ccc(C(=O)CSc2nnc(COc3ccc(C#N)cc3)n2-c2ccccc2)cc1	-20.4	121	-4.0%	-12.0%	20.4	121	nt	nt	nt
O=C(NCc1ccc(N2CCCC2=O)cc1)c1cnccn1	11.6	160	13.5%	6.8%	-11.6	160	-3.2	97.0	100.2
CCC(=O)Nc1ccc2oc(-c3ccccc3Br)nc2c1	2.4	98	-14.0%	-7.4%	-2.4	98	14.9	98.5	83.6
CC(=O)c1c(C(C)=O)c(C)n(-c2ccc(C(=O)O)cc2)c1C	-4.2	79	-15.6%	3.0%	4.2	79	nt	nt	nt
Cc1nn(-c2ccccc2)c(C)c1/C=N/NC(=O)c1cc(-c2ccc(Cl)s2)[nH]n1	-5.0	121	1.4%	-9.6%	5.0	121	nt	nt	nt
CCn1c(-c2cccc(Cl)c2)n[nH]c1=S	1.2	196	6.7%	-2.8%	-1.2	196	15.1	99.5	84.5
N#CCC(CNc1ncc(C(F)(F)F)cc1Cl)OC(=O)c1ccc(Cl)cc1 (stereo not given)	-3.9	127	-2.2%	2.4%	3.9	127	nt	nt	nt
CCn1c(SCCC(=O)O)nnc1-c1cccnc1	nt	nt	7.8%	-2.7%	nt	nt	10.0	98.7	88.8
Cc1ccc(-c2c(C)c(-c3ccc(F)cc3)nc(N)c2C#N)o1	6.3	79	10.7%	-11.1%	-6.3	79	-9.1	83.1	92.2
C/C(Cl)=C/Cn1c(SCC(C)C)nc2c1c(=O)[nH]c(=O)n2C	nt	nt	3.1%	-1.6%	nt	nt	2.8	35.3	32.5
COCCCNC(=O)CN(c1ccc(OC)cc1)S(=O)(=O)c1ccc(NC(C)=O)cc1	5.9	129	-23.8%	1.8%	-5.9	129	nt	nt	nt
Cc1ccccc1S(=O)(=O)Nc1cccnc1	-8.8	97	nt	nt	8.8	97	-7.3	90.7	98.1
O=C(Nc1ccc2c(c1)OCO2)c1ccc(Cl)nc1	-4.5	206	6.4%	8.3%	4.5	206	-0.6	86.3	86.9
O=C(CCNC(=O)c1ccccc1)OCN1C(=O)c2ccccc2C1=O	7.2	172	-7.5%	-2.9%	-7.2	172	-9.2	80.2	89.4
Cc1ccc(C(c2nnnn2CC2CCCO2)N2CCN(C(=O)c3ccco3)CC2)cc1 (stereo not given)	nt	nt	-22.9%	-6.8%	nt	nt	5.5	99.6	94.1
Cn1cccc1CNC(=O)Nc1ccc(Cl)cc1	-2.1	172	3.9%	0.5%	2.1	172	-15.3	77.8	93.2
CCc1c(C(=O)NCc2ccccc2Cl)[nH]c(C)c1C(C)=O	-17.4	141	20.5%	-4.5%	17.4	141	-1.5	95.7	97.3
CCOC(=O)N1CCC(c2cc(=O)n3[nH]c(C)c(-c4ccc(F)cc4)c3n2)CC1	-7.6	37	-51.0%	-3.8%	7.6	37	10.1	96.4	86.3
CCOc1ccc(/C(O)=C2/C(=O)C(=O)N(c3cc(C)on3)C2c2ccc(C(=O)OC)cc2)cc1 (stereo not given)	12.8	101	-15.1%	-8.0%	-12.8	101	1.4	93.4	91.9
COC(=O)C1=CNC=C(C(=O)OC)C1c1ccccc1Cl	-2.5	157	14.0%	-12.3%	2.5	157	nt	nt	nt
N#Cc1c2c(nc(N)c1-c1ccccc1)CCCCC2	-19.0	128	34.4%	-13.3%	19.0	128	nt	nt	nt
Cc1ccc(-c2nnc(SCC(=O)Nc3nc4c(s3)CCCC4)n2C)cc1	0.6	216	3.3%	-0.3%	-0.6	216	-11.0	90.2	101.2
Cc1ccccc1NC(=S)NCc1ccc2c(c1)OCO2	5.9	129	21.0%	2.9%	-5.9	129	nt	nt	nt
COc1cc2c(cc1OC)C(c1ccc3c(c1)OCO3)C1=C(CC(C)(C)CC1=O)N2 (stereo not given)	-24.0	166	-25.3%	-14.0%	24.0	166	31.9	62.9	31.0
O=S(=O)(N1CCOCC1)N1CCCN(S(=O)(=O)N2CCOCC2)CC1	5.4	193	-15.6%	-9.2%	-5.4	193	-9.3	100.8	110.0
COC(=O)c1ccc(N2CCC(c3cc(-c4ccc(OC)cc4)n[nH]3)CC2)c([N+](=O)[O-])c1	-1.1	125	-19.8%	-3.3%	1.1	125	nt	nt	nt
Cc1ccc(Sc2cnc3ccccc3n2)cc1	-6.0	162	3.6%	2.1%	6.0	162	13.7	93.7	80.0
Cc1cc(C)c2c(N=CN(C)C)c(C(=O)N3CCN(c4ncccn4)CC3)sc2n1	9.0	147	-41.6%	0.7%	-9.0	147	0.2	72.8	72.7
Cc1ccc(S(=O)(=O)N(Cc2nccn2C)C(C)C)cc1	5.3	207	4.3%	-5.5%	-5.3	207	-2.5	72.7	75.2
c1ccc(Oc2ccc(-n3cnnn3)cc2)cc1	-4.7	127	12.6%	-2.8%	4.7	127	7.0	85.1	78.2
CC(=O)Nc1ccc(S(=O)(=O)N2CCN(C)CC2)cc1	?	nt	4.3%	10.2%	-36.4	175	7.4	103.0	95.6
Cc1ccc(CCNC(=O)C2CCC(=O)N2C2CCCC2)cc1 (stereo not given)	4.3	68	5.2%	-6.9%	-4.3	68	-16.8	90.2	107.0
Cc1occc1C(=O)Nc1cccc(Cn2cccn2)c1	10.9	77	-31.4%	-2.9%	-10.9	77	6.0	90.2	84.2
Cc1ccc(-c2nnc(N3CCCCC3)c3ccccc23)cc1S(=O)(=O)NCC1CCCO1 (stereo not given)	4.7	162	-87.0%	10.3%	-4.7	162	4.5	75.3	70.8
COC(=O)C(C)N(C(=O)c1cccc2ccccc12)c1c(C)cccc1C (stereo not given)	5.6	85	-27.6%	-14.0%	-5.6	85	17.8	95.7	77.9
COc1cc2cc(CN(Cc3nnnn3C3CCCC3)C3CCCC3)c(=O)[nH]c2cc1OC	nt	nt	-37.4%	-4.7%	nt	nt	-9.1	73.0	82.2
CCCC(O)(CCC)C(=O)NN1CCCCC1	7.8	124	7.6%	3.8%	-7.8	124	nt	nt	nt
Cc1ccc2occ(/C=N/O)c(=O)c2c1	-1.3	194	25.4%	-0.4%	1.3	194	nt	nt	nt
CCCCC(=O)Nc1cc(OC)c(NC(=O)C2CCCCC2)cc1OC	1.5	147	10.8%	-1.9%	-1.5	147	-1.0	90.0	91.0
O=C(C1CCC1)N1CCC(c2nc3c(nnn3Cc3c(F)cccc3Cl)c(=O)[nH]2)CC1	-11.5	200	-48.7%	2.1%	11.5	200	48.8	68.4	19.6
CC1=C(C(=O)NCc2ccco2)C2(CCC(C)CC2)OC1=O (stereo not given)	0.0	56	-27.5%	-1.8%	0.0	56	6.2	72.3	66.1
CC1(C)CC(=O)C2=C(C1)N=c1s/c(=C/c3ccc(F)c(F)c3)c(=O)n1C2c1ccc(F)cc1 (stereo not given)	12.6	130	-15.8%	25.3%	-12.6	130	nt	nt	nt
COc1ccc(Cl)cc1C(=O)NNC(=S)NC(=O)c1cc(-c2ccccc2)nc2ccccc12	-4.6	166	-53.8%	-2.7%	4.6	166	nt	nt	nt
O=c1c2ccccc2c(/C=N/c2ncn[nH]2)c(O)n1Cc1ccccc1	-38.4	131	-14.4%	-0.7%	38.4	131	-12.3	59.0	71.2
Cn1c(=O)c2ncn(CC(=O)NCCOc3ccccc3)c2n(C)c1=O	-2.9	104	-16.8%	1.9%	2.9	104	7.0	94.2	87.2
CCOC(=O)CNC(=O)c1cn(C)c(=O)c2cc(OC)c(OC)cc12	0.5	143	-18.0%	-1.3%	-0.5	143	2.2	75.1	72.9
O=C(CC(SCCO)c1ccc2c(c1)OCO2)c1ccco1 (stereo not given)	-17.5	170	45.0%	-1.2%	17.5	170	0.8	15.5	14.8
CCC(=O)Nc1nnc(Cc2ccccc2)s1	-17.3	142	-4.1%	2.1%	17.3	142	2.1	100.8	98.7
CCOC(=O)C1CCN(C(=O)CN(c2ccc(OC)cc2)S(=O)(=O)c2c(C)nn(C)c2C)CC1	nt	nt	-59.7%	5.8%	nt	nt	4.6	86.6	82.1
Cc1ccc(C)c(CSc2nnc(CCN)o2)c1	-5.5	142	24.8%	-11.8%	5.5	142	-39.7	31.1	70.8
Cc1ccc(O)c(-c2cc(C(F)(F)C(F)F)nc(-c3ccccc3)n2)c1	2.5	204	-8.1%	-2.2%	-2.5	204	-7.1	73.6	80.8
COc1ccccc1-c1nnc(NC(=O)c2ccc(S(=O)(=O)N(C)Cc3ccccc3)cc2)o1	-5.1	137	nt	nt	5.1	137	-23.9	22.0	45.9
COc1ccc(CCNc2oc(Cc3cccc4ccccc34)nc2C#N)cc1OC	-8.4	147	-23.4%	-3.9%	8.4	147	2.9	76.0	73.1
CCCOc1ccccc1Nc1nnc(C)c(=O)[nH]1	25.1	123	-25.7%	-1.4%	-25.1	123	19.2	95.5	76.3
CCCCCNC(=O)CN(c1ccc2c(c1)OCO2)S(C)(=O)=O	-7.4	161	-0.4%	-0.4%	7.4	161	8.9	95.4	86.5
O=C(NCn1cnccc1=O)c1ccccc1	7.4	196	11.6%	-1.2%	-7.4	196	nt	nt	nt
S=C(NCc1ccc(Cl)cc1)NC12CC3CC(CC(C3)C1)C2	-0.5	129	8.3%	-7.2%	0.5	129	nt	nt	nt
Cc1ccc(-c2nnnn2CS(=O)(=O)c2ccccc2)cc1	-11.2	158	10.8%	0.9%	11.2	158	-1.0	92.4	93.4
O=C(Nc1ccc(Cl)cn1)c1cccc(F)c1	9.5	74	22.4%	-4.6%	-9.5	74	-7.9	94.8	102.7
CC(C)(C)NC(=O)CSc1nnc(-c2ccncc2)n1Cc1ccccc1	-38.1	128	10.5%	1.4%	38.1	128	9.4	103.2	93.8

Exported with values under each structure: part of the list above.
The line under a structure holds: IL1B NFkB inh, IL1B NFkB inh cell count 2 µM, PLAP inhibition, Bcl-B displacement, NFkB transloc pot, NFkB transloc pot cell count 2 µM, MRP reversal, MRP reversal cytotoxicity, MRP reversal with doxorubicin
O=C(Nc1ccc2c(c1)OCO2)c1ccc(Cl)nc1
 : -4.5, 206, 6.4%, 8.3%, 4.5, 206, -0.6, 86.3, 86.9
Cn1cccc1CNC(=O)Nc1ccc(Cl)cc1
 : -2.1, 172, 3.9%, 0.5%, 2.1, 172, -15.3, 77.8, 93.2
COC(=O)C(C)N(C(=O)c1cccc2ccccc12)c1c(C)cccc1C (stereo not given)
 : 5.6, 85, -27.6%, -14.0%, -5.6, 85, 17.8, 95.7, 77.9
COc1cc2c(cc1OC)C(c1ccc3c(c1)OCO3)C1=C(CC(C)(C)CC1=O)N2 (stereo not given)
 : -24.0, 166, -25.3%, -14.0%, 24.0, 166, 31.9, 62.9, 31.0

Later entries:
SMILES	IL1B NFkB inh	IL1B NFkB inh cell count 2 µM	PLAP inhibition	Bcl-B displacement	NFkB transloc pot	NFkB transloc pot cell count 2 µM	MRP reversal	MRP reversal cytotoxicity	MRP reversal with doxorubicin
CC(C)(C)C(=O)Nc1nnc(SCc2ccc(F)cc2)s1	-2.0	161	5.8%	2.4%	2.0	161	7.5	94.7	87.1
Cc1cccc(-n2c(=O)[nH]c3c(C(N)=O)nc(-c4ccccc4Cl)nc32)c1	nt	nt	-64.0%	0.2%	nt	nt	-0.2	2.5	2.7
Cc1cccc(NC(=O)Cc2ccc(F)cc2)c1	1.8	171	11.7%	-2.2%	-1.8	171	7.4	100.4	93.0
Cc1nnc(NC(=O)CSc2ccccn2)s1	12.0	145	5.4%	7.3%	-12.0	145	4.5	94.0	89.5
CCOc1ccccc1NC(=O)CSc1nnc(CNC(=O)COc2ccc(Cl)cc2)o1	11.0	122	2.9%	-7.5%	-11.0	122	8.8	102.9	94.0
N#C/C(=C\c1ccccc1Cl)C(=O)NC(=O)Oc1ccccc1	nt	nt	-44.6%	1.2%	nt	nt	0.6	76.3	75.7
CCOC(=O)C(C)Sc1nc2c([nH]c3ccccc32)c(=O)n1C (stereo not given)	16.9	77	nt	nt	-16.9	77	nt	nt	nt
Cc1csc(SCC(=O)c2ccc(S(=O)(=O)N3CCOCC3)cc2)n1	9.0	146	-38.4%	-10.7%	-9.0	146	1.6	72.8	71.2

Screens: PubChem, several laboratories
